# Screening results from PubChem.
# RmlCD inh mix: inhibitors of RmlC and RmlD coupled enzymes; RmlC/RmlD coupled enzyme inhibition, 384-well mixture HTS; inhibition, % at 5.5 µM; 0.39% of 110,000 active; in the data active = inhibition above about 30%, passing the limit was not always enough; also: strong numbers were not always called active
# HIV RNase H inh: blocks HIV-1 RNase H cleavage of RNA/DNA duplex. AID 565. inhibition, % at 10 µM. 1.9% of 65,000 active. RT-RNase H RNA/DNA duplex cleavage, fluorescence; in the data active = inhibition above about 50%
# * marks the source's active call; other numbers are inactive results; · = not tested or not shown. Not all compounds are listed; rates above refer to the full screens.
# Every second line gives: HIV RNase H inh	RmlCD inh mix
CO/N=C(/CS(=O)(=O)Cc1ccccc1Cl)c1ccc(Cl)cc1Cl
 : ·	6
CCCC(=O)NCc1ccc2c(c1)cc(C)n2C
 : 3	-12
CN(C)S(=O)(=O)c1cccc(C(=O)Nc2ccc(Cl)cn2)c1
 : 3	-12
CCc1ccc(OCC(=O)N/N=C2\CC(=O)c3ccccc32)cc1
 : ·	9
O=C(c1ccccc1)N(Cc1ccco1)C1CCS(=O)(=O)C1 (configuration not stated)
 : ·	4
Cc1cc(C)cc(NS(=O)(=O)c2ccc(NC(=S)NC(=O)c3ccc(Br)o3)cc2)c1
 : ·	-3
COc1cc(C(=O)Nc2cccc(-c3nc4cc(C)ccc4o3)c2)cc(OC)c1OC
 : 11	·
CC1CCC(NC(=O)Nc2cccs2)CC1 (configuration not stated)
 : ·	-7
Cc1cc(NC(=O)COc2ccccc2)n(-c2ccccc2)n1
 : -22	8
COc1ccc(NC(=O)C(C)N(c2ccc(C)cc2)S(C)(=O)=O)c(OC)c1 (configuration not stated)
 : 1	-15
CCOc1ccccc1CNC(=O)c1cc2occc2n1C
 : -59	-12
c1ccc(-c2ncc(CSc3nncn3-c3ccccc3)s2)cc1
 : ·	-4
C=CCOC(=O)C1=C[C@@H](c2cn(C(C)=O)c3ccccc23)C[C@@H](OCc2ccc(CO)cc2)O1
 : ·	-10
CCOc1ccc(/C(O)=C2/C(=O)C(=O)N(CCN(C)C)C2c2ccccc2)cc1Cl (configuration not stated)
 : 1	·
c1ccc(NC(=NCc2ccco2)c2ccccc2)cc1
 : -7	4

# Four entries from above, with each value named:
canonical_smiles: CCOc1ccccc1CNC(=O)c1cc2occc2n1C
  HIV RNase H inh: -59
  RmlCD inh mix: -12

canonical_smiles: c1ccc(-c2ncc(CSc3nncn3-c3ccccc3)s2)cc1
  HIV RNase H inh: ·
  RmlCD inh mix: -4

canonical_smiles: C=CCOC(=O)C1=C[C@@H](c2cn(C(C)=O)c3ccccc23)C[C@@H](OCc2ccc(CO)cc2)O1
  HIV RNase H inh: ·
  RmlCD inh mix: -10

canonical_smiles: CCOc1ccc(/C(O)=C2/C(=O)C(=O)N(CCN(C)C)C2c2ccccc2)cc1Cl (configuration not stated)
  HIV RNase H inh: 1
  RmlCD inh mix: ·

# (continued)
# Every second line gives: HIV RNase H inh	RmlCD inh mix
CCCn1c(=N)n(CC(=O)O)c2ccccc21
 : ·	-3
CC[C@H](C)[C@@H]1NC(=O)c2cc([N+](=O)[O-])cc(F)c2OCC[C@@H](C(N)=O)NC(=O)[C@H](CCCCN)NC1=O
 : ·	-6
C[C@@H]1CC=C[C@H]2[C@H]1C(=O)N(Cc1ccccc1)[C@H]2c1ccc(-c2ccc(F)cc2)cc1F
 : ·	-6
COc1ccc(CNCCNC(=O)c2ccco2)c(OC)c1OC
 : 2	-14
CC(C)CC(=O)Nc1ccc2oc(-c3cccnc3)nc2c1
 : 1	12
Cc1c(NC(=O)c2ccccc2NS(=O)(=O)c2ccc(F)cc2)c(=O)n(-c2ccccc2)n1C
 : 5	18
Cc1ccc(C)c(CSc2nnc([C@@H](N)C(C)C)o2)c1
 : -12	3
COC(=O)c1c(NC(=O)c2ccc(Br)o2)sc(C)c1C
 : 74*	-32
CCC(=O)c1ccc(OCCn2cncn2)cc1
 : -9	-9
CCCCOc1ccc(/C=N/NC(=O)c2csc(C)c2C)cc1
 : ·	-2
COC(=O)c1sccc1NC(=O)c1cc(-c2cccc(C)c2)nc2ccccc12
 : ·	-19
Cc1[nH][nH]c(=O)c1C(c1c(C)[nH][nH]c1=O)c1cn(Cc2cccc3ccccc23)c2ccccc12
 : ·	-19
CCn1c2ccccc2c2cc(C3C(C#N)=C(N)OC4=C3C(=O)CC(C)(C)C4)ccc21 (configuration not stated)
 : -6	·
CCOc1ccc(OCC)c(NS(=O)(=O)c2cccc3nsnc23)c1
 : -76	9
O=C(CC1Nc2ccccc2NC1=O)Nc1ccccc1 (configuration not stated)
 : -4	·
CCOC(=O)c1sc(NC(=O)CSc2nc3c(cc2C#N)CCCCC3)c(C#N)c1C
 : ·	-1
Nc1ccc(CCN2CCN(c3cccc(C(F)(F)F)c3)CC2)cc1
 : ·	1
CCCCCN=C(C)c1c(O)c2ccccc2oc1=O
 : -11	-11
COCCCNC(c1ccccc1)c1ccncc1 (configuration not stated)
 : -13	-11
CN(C)c1nc(-c2ccccc2)cc(C(F)(F)F)c1C#N
 : ·	-5
O=C(CSc1nnc(CNc2ccc(Cl)cc2)n1Cc1ccccc1)NCc1ccco1
 : -15	1
CCCCOc1ccc(Cl)cc1CSc1nncn1N
 : 6	6
CCOC(=O)c1ncn2c1C(=O)OC2(C)C
 : -9	10
Cc1nc2c(-c3ccc(F)cc3)c(C)nn2c(C)c1CCC(=O)N1CCOCC1
 : ·	-6
Cc1cc(C(=O)CN2C(=O)c3ccccc3C2=O)c(C)n1C1CC1
 : 0	0
CCOC(=O)Cc1csc(SCC(=O)Nc2cc(Cl)ccc2Oc2ccccc2)n1
 : ·	-14
Cn1c(C(=O)N2CCN(c3ccc(F)cc3)CC2)cc2c(=O)n(C)c3ccccc3c21
 : -7	·
CC(=O)N1CCN(c2ccccc2NC(=O)c2cc(Br)ccc2Cl)CC1
 : 0	-6
CSC1=C(C#N)C(c2cccs2)CC(=O)N1C (configuration not stated)
 : -12	·
COc1cc(OC)c2c(c1C(CCN1CCOCC1)c1ccc(N(C)C)cc1)OC(=O)CC2c1ccc(N(C)C)cc1 (configuration not stated)
 : ·	-6

# Shown in CSV form: two of the compounds above.
Structure,HIV RNase H inh,RmlCD inh mix
CCCCOc1ccc(Cl)cc1CSc1nncn1N,6,6
CCCCCN=C(C)c1c(O)c2ccccc2oc1=O,-11,-11

# Following part:
# Every second line gives: HIV RNase H inh	RmlCD inh mix
Cc1ccc(OC(=S)Nc2ccc(F)cc2)cc1
 : ·	-2
Cc1cc(C=C2C(=O)N(C)C(=S)N(C)C2=O)c(C)n1C1CCCC1
 : ·	-8
COCCCn1c(CCC(=O)O)ccc1-c1ccc(F)cc1
 : -2	13
COc1cc(OC)cc(C(=O)NC2=NCCS2)c1
 : ·	-14
CCOC(=O)Cc1nnc(Nc2ccc(C)cc2)c2ccccc12
 : ·	29
COC(=O)c1nc(NC(=O)c2ccccc2Cl)n[nH]1
 : ·	-3
COc1ccc(NC(=O)CSc2nc3ncccc3[nH]2)cc1OC
 : ·	-1
COc1ccc2c(c1)OC1(C)CC2C(C(=O)c2ccccc2OC)C(=O)N1 (configuration not stated)
 : -7	·
CSc1oc(-c2ccco2)nc1S(=O)(=O)c1ccc(F)cc1
 : -28	7
NS(=O)(=O)c1ccc(NS(=O)(=O)/C=C/c2ccccc2)cc1
 : -7	6
O=C(O)C1CCCN1c1ncccn1 (configuration not stated)
 : 8	-12
CC(C)c1nnc(NC(=O)CSc2ccccc2)s1
 : ·	5
CC(=O)c1cccc(NC(=O)CN(C2CCCCC2)S(C)(=O)=O)c1
 : 11	-20
Cc1cc(C)nc(SCc2nnc(SCC(=O)Nc3ccc(Cl)c(C(F)(F)F)c3)o2)n1
 : 1	-12
CCCCC(=O)Nc1ccc2c(c1)nc1n2CCOC1
 : -4	6
O=C(Nc1ccc(Cl)cc1)N(CCCN1CCOCC1)Cc1cccs1
 : ·	9
CCOC(=O)c1cnn(-c2ccccc2)c1-n1cccc1
 : ·	4
COc1cccc(CNCCSc2nnnn2C)c1OC
 : ·	13
COc1ccc(N(CC(=O)Nc2ccc(S(=O)(=O)N3CCOCC3)cc2)S(=O)(=O)c2ccccc2)cc1
 : ·	2
O=C(O)Cn1cc(C(=O)c2ccco2)c2ccccc21
 : -22	5
Cc1ccc(S(=O)(=O)N2CCN(c3ncnc4c3cnn4-c3ccccc3)CC2)cc1
 : -21	74
COc1ccc(CCNC(=O)c2cnn3ccccc23)c(OC)c1OC
 : -2	-10
CCOc1ccccc1C(=O)NCC(=O)O
 : ·	-12
c1ccc(-c2cc(-c3nnc4n3N=C(c3ccc5ccccc5c3)CS4)[nH]n2)cc1
 : ·	-12
CCn1c(CNc2ccccc2Cl)nnc1SCCN1CCCCC1
 : 8	-46
Cc1sccc1C1C(C#N)=C(N)SC(N)=C1C#N
 : 60*	·
COc1ccccc1C1C(C(N)=O)=C(C)Nc2ncnn21 (configuration not stated)
 : -6	5
Cc1cccc2cc(C(c3nnnn3Cc3ccc4c(c3)OCO4)N3CCCC3)c(=O)[nH]c12 (configuration not stated)
 : 10	-74
CCOC(=O)c1nnn(-c2nc(OC)nc(N3CCCCC3)n2)c1-c1ccccc1
 : ·	-12
COc1ccc(-c2cc(C(F)(F)F)nc(SCCC(=O)N3CCN4CCCC4C3)n2)cc1 (configuration not stated)
 : -17	25
O=C(CSc1nc2ccccc2c(=O)[nH]1)c1cccs1
 : -63	-11
CCN(CC)C(=O)c1[nH]cnc1C(=O)N[C@@H](CC(C)C)C(=O)OC(C)(C)C
 : ·	-15
NS(=O)(=O)c1cccnc1Nc1cccc(Cl)c1
 : ·	3
Cc1cccc(-n2nnc(C(=O)NCc3ccco3)c2N)c1
 : -10	8
COc1ccc2cc(C(c3nnnn3CCc3ccccc3)N3CCC(O)CC3)c(=O)[nH]c2c1 (configuration not stated)
 : -14	1
CCN(C(=O)CN1CCN(c2ccccc2O)CC1)c1c(N)n(Cc2ccccc2)c(=O)[nH]c1=O
 : ·	-7
CCO[C@H]1OC(C(=O)NC2CC2)=C[C@@H](c2ccccc2)[C@@H]1CCCO
 : ·	0
O=C(CSc1ncnc2nc[nH]c12)c1ccc(Cl)cc1
 : -32	·
CCC(CC)C(=O)N1CCCC(c2nc(-c3cccs3)no2)C1 (configuration not stated)
 : ·	9
O=C(CS(=O)(=O)c1cn(Cc2cccc(F)c2)c2ccccc12)N1CCOCC1
 : -13	5
CCN1C(=O)C(CC(=O)Nc2ccc(OC)cc2)N(Cc2cccs2)C1=S (configuration not stated)
 : ·	8
Cc1cc(=O)oc2cc(OCc3cc4c(cc3Cl)OCO4)ccc12
 : ·	17
COc1cc(-c2nc(-c3ccncc3)no2)cc(OC)c1OC
 : -49	-8
CN1CCN(c2ccc(N)cc2)CC1
 : ·	-9
N#Cc1ccc(Cl)cc1NC(=O)COC(=O)c1ccc2c(c1)OCCO2
 : ·	1
C/C=C\C=C\C(=O)Nc1cccc(C2=NOC3(C2)C[C@@H](C(N)=O)N(C(=O)C(c2ccccc2)c2ccccc2)C3)c1 (some centres not stated)
 : ·	-8
O=Cc1cccn1-c1ccccc1
 : ·	-3
O=C(CSc1nnnn1-c1cccc2c1CCCC2)N1CCOCC1
 : -45	-9
CCOC(=O)CCCCC(=O)NC(CO)C(=O)NC (configuration not stated)
 : -9	2
C=CCN1C(=Nc2ccccc2)SC/C1=C\C(=O)OC
 : -12	5
CCCn1nc2ccccc2c1P(=O)(N1CCOCC1)N1CCOCC1
 : -13	-7
O=C(NCc1ccccc1)C(=O)NCC1COc2ccccc2O1 (configuration not stated)
 : ·	-7
O=C(Nc1ccccc1C(F)(F)F)c1cc(-c2ccc(O)cc2)on1
 : -17	-9
COc1ccccc1Nc1nc(N)nc(CN2CCN(Cc3ccccc3)CC2)n1
 : 6	11
CC(C)OCC1CC(CC(=O)NC(=S)Nc2cccc([N+](=O)[O-])c2)C(=O)O1 (configuration not stated)
 : ·	-10
CC(C)CCNC(=O)Cn1c(NCCC(C)C)nc2c1c(=O)n(C)c(=O)n2C
 : 9	-7
CN(C)S(=O)(=O)N1CCN(C(=O)c2cccc(Br)c2)CC1
 : ·	-13
COc1ccc(-n2c(C)nc3c(cnn3-c3ccc(Cl)cc3)c2=O)cc1
 : -23	14
Cc1c(NC(=O)C2Cc3ccccc3CN2C(=O)c2ccco2)c(=O)n(-c2ccccc2)n1C (configuration not stated)
 : -1	-7
Cn1c(O)c(C2=c3ccccc3=NC2=O)sc1=Nc1ccc(Cl)cc1
 : ·	9

# Looked up one by one from above, two records:
# Every second line gives: HIV RNase H inh	RmlCD inh mix
C/C=C\C=C\C(=O)Nc1cccc(C2=NOC3(C2)C[C@@H](C(N)=O)N(C(=O)C(c2ccccc2)c2ccccc2)C3)c1 (some centres not stated)
 : ·	-8
CC(C)OCC1CC(CC(=O)NC(=S)Nc2cccc([N+](=O)[O-])c2)C(=O)O1 (configuration not stated)
 : ·	-10

# More compounds
# Every second line gives: HIV RNase H inh	RmlCD inh mix
CN(Cc1ccccc1)C(=O)CCCn1c(=O)[nH]c2cc(Cl)ccc2c1=O
 : -35	4
CCC1S/C(=N\S(=O)(=O)c2cccs2)N(C2CCCCC2)C1=O (configuration not stated)
 : ·	-9
Cc1ccc(O)c(CNc2ccccn2)c1
 : -24	-4
COc1cc(NS(=O)(=O)c2ccc(NC(=O)COc3ccc(C)cc3)cc2)nc(OC)n1
 : -5	12
COC(=O)C1=C(C)NC(=O)CC1c1cccc(OC)c1OC (configuration not stated)
 : -20	-15
O=C(NC1CC2CCCC(C1)N2Cc1ccco1)NC12CC3CC(CC(C3)C1)C2 (configuration not stated)
 : 17	-4
COc1cc(NC(=O)c2ccc3c(c2)OCO3)ccc1NC(=O)C(C)C
 : 10	-6
COc1ccccc1N1CCN(CC(O)COc2ccc3c(c2)CCC3)CC1 (configuration not stated)
 : ·	-1
Cc1ccc(C(=O)Cn2nnc3ccccc32)cc1
 : ·	-5
CN(CC(=O)NCc1cccs1)S(=O)(=O)c1cccc2nsnc12
 : -25	-5
CCSc1ncnc2c(C#N)c3n(c12)CCCCC3
 : -61	-18
COc1ccc(CNC(=O)Cn2nc(C(F)(F)F)c3c2CCC3)cc1
 : -5	-15
Nc1c(C(=O)NCc2ccccc2)nnn1Cc1cccc(Cl)c1
 : -16	7
CCOc1ccc(OCCCC(=O)NC2=NCCS2)cc1
 : ·	-23
CCOC(=O)C(Oc1ccc(=O)n(-c2ccccc2)n1)C(C)=O (configuration not stated)
 : 3	-65
O=c1c2ccccc2oc2nc3n(c(=O)c12)CCCS3
 : -42	-2
Cc1ccc(Nc2nc(C(=O)NCc3ccco3)cs2)cc1
 : 4	11
CCCCC1CCC(c2nc(-c3cccnc3)no2)CC1 (configuration not stated)
 : -18	15
C=C1CSc2nc(=O)c3c4c(sc3n21)CCC4
 : -24	10
